S3 lipid droplet = qHTS Assay for Lipid Storage Modulators in Drosophila S3 Cells. lipid storage change, negative = inhibition, % at the top dose, mostly 46.1 µM; hits show Potency in µM. Drosophila S3 cells, BODIPY lipid droplet fluorescence, 18-24 h; cells fed with added oleic acid. hit rate 0.64% among 320,000; active means well fitted inhibition curve with a large enough effect in the signal ratio, with a control signal flat, not every such curve was filed as active; inconclusive means small, poorly fitted or top-dose-only effect, or effect the other way, or a change in a side signal; the % refers to the signal ratio
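Drosophila S3 cells loaded with oleic acid (400 uM, as added) and compounds at several concentrations; lipid droplets imaged by 488-nm laser-scanning cytometry, 500–530 nm intensity and object ratio to cell channel. Percent activity normalized to 20 uM Triacsin C.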
S3 lipid droplet cell count max = also measured in S3 lipid droplet; calls as there; cell number change, %; measured here: cell count max response;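 cells counted by Cell Tracker Red CMTPX staining in the red channel; peak over a dose series mostly up to 46.1 µM; percent activity relative to internal control wells on each plate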
* marks the source's active call; other numbers are inactive results; i = inactive; ? = inconclusive; . = not tested or not shown. On the % scale 0 is the no-effect control and ±100 the full control effect; potency means the concentration at half of the fitted maximal effect. These rows are one share of the data. The share of hits here may be higher or lower than overall.

SMILES | S3 lipid droplet | S3 lipid droplet cell count max
CCN(CCO)c1ccc(NC(=S)Nc2cccc(S(=O)(=O)N(C)C)c2)cc1 | 3.5% | 2.4
Cc1c(C(C)NC(=O)c2ccc3nc(Cc4ccccc4F)oc3c2)cnn1C (centres undefined) | -0.8% | 0.8
Cc1cc(C)c(S(=O)(=O)NCC(c2ccco2)N2CCc3ccccc3C2)c(C)c1 (centres undefined) | ? | .
CCOc1ccc(NC(=O)CN(C)C(=O)c2ccc(C3SCCS3)cc2)cc1OCC | -4.9% | -22.4
COc1ccc(C(=O)NCC(=O)N/N=C(\C)c2ccco2)cc1OC | -4.6% | 11.1
O=C(CN1CCN(S(=O)(=O)c2ccc(F)cc2)CC1)NC1CCCC1 | ? | .
CCSc1nc2ccccc2c(=O)n1Cc1ccc(F)cc1 | ? | .
O=C(C1CCN(S(=O)(=O)c2cnc[nH]2)CC1)N1CCc2ccccc2C1 | i | 1.6
Cc1cc(NC(=O)CCN2CCN(C)CC2)ccc1Br | i | 23.0
CCOc1ccc(-c2noc(-c3cccnc3)n2)cc1OC | 0.4% | -11.4
NC(=O)/C(=C/c1ccco1)NC(=O)/C=C/c1ccccc1 | ? | .
CCOC(=O)C1CCN(C(=O)CN(c2cc(Cl)ccc2OC)S(=O)(=O)c2ccccc2)CC1 | i | -16.4
O=[N+]([O-])c1cc2c(c(CSc3nnc(Nc4ccccc4)s3)c1)OCOC2 | i | -1.3
Nc1ccc(Oc2cccc(Oc3ccc(N)cc3)c2)cc1 | 2.8% | 9.6
O=C(COC(=O)CCC1CCCC1)Nc1ccc(Cl)cc1F | 9.7% | -21.8
O=S(=O)(Nc1ccccc1Cl)c1cccc2nsnc12 | ? | .
Cc1ccccc1NC(=O)Cc1nc(COC(=O)c2ccc(Cl)c(S(N)(=O)=O)c2)cs1 | i | .
CCn1c(N)c(C(=O)NCc2ccco2)sc1=S | -14.1% | -1.9
CCC(=O)c1ccc(OCCN2CCOCC2)cc1 | ? | .
Cc1cc(C2(O)C(=O)Nc3ccccc32)ccc1F (centres undefined) | 4.0% | 13.0
O=C(c1cc(S(=O)(=O)N2CCOCC2)c(Cl)cc1Cl)N1CCCCC1CO (centres undefined) | ? | .
COc1ccc(OCCCC(=O)Nc2nncs2)cc1 | 2.0% | -14.8
Cc1ccc(OCCCCn2cnc3ccccc32)cc1 | ? | .
Cc1nn(C)c(C)c1NC(=O)c1cnn2c(C(F)F)cc(-c3ccccc3)nc12 | ? | .
O=C(COc1ccccc1)NNC(=O)c1ccc(Cl)cc1 | ? | .

Two successive entries already listed, quoted:
SMILES | S3 lipid droplet | S3 lipid droplet cell count max
Cc1nn(C)c(C)c1NC(=O)c1cnn2c(C(F)F)cc(-c3ccccc3)nc12 | ? | .
O=C(COc1ccccc1)NNC(=O)c1ccc(Cl)cc1 | ? | .

Going on with the list.
SMILES | S3 lipid droplet | S3 lipid droplet cell count max
N/C(Cc1ccc(Cl)cc1)=N\OC(=O)C1CCCCC1 | ? | .
CC1CCCC(NC(=O)COC(=O)c2ccccc2[N+](=O)[O-])C1C (centres undefined) | ? | .
Cc1cc2cc(CNC(=O)NC3CCCCC3)ccc2n1C | 25.0% | 24.5
CCOC(=O)CSc1nc2cc(C)cc(C)c2cc1C#N | 24.0% | -1.7
NS(=O)(=O)c1ccc(CCNC(=O)CCC2COc3ccccc3O2)cc1 (centres undefined) | 11.1% | 18.7
Cc1cc(C)c2[nH]c(=O)c(C(c3nnnn3C3CCCC3)N3CCOCC3)cc2c1 (centres undefined) | ? | .
O=C(Nc1cc(S(=O)(=O)N2CCCCC2)ccc1N1CCCCC1)c1ccncc1 | 0.3% | 8.2
CCOC(=O)N1CCN(C(=O)CN(C2CCCCC2)S(=O)(=O)c2ccc(C)cc2)CC1 | ? | .
COc1cc2c(cc1OC)C(c1ccccc1)N(S(C)(=O)=O)CC2 (centres undefined) | 4.0% | 9.3
O=C(O)c1ccc(NC(CSCc2ccccc2F)C(=O)O)c([N+](=O)[O-])c1 (centres undefined) | ? | .
O=C(COc1ccccc1F)NCC(c1ccc(F)cc1)N1CCOCC1 (centres undefined) | ? | .
CN(CC(=O)Nc1ccccc1Br)C(=O)c1cc(S(=O)(=O)N(C)C)ccc1N1CCCC1 | 17.5% | .
C=CCN(CC=C)Cc1c(O)ccc2c(=O)c(-c3ccccc3)coc12 | ? | .
COC(=O)COc1ccc(S(=O)(=O)NCc2ccco2)cc1 | ? | .
BrC(=C\c1ccccc1)/C=N/n1cnnc1 | ? | .
CCN(CC(=O)Nc1cc(Cl)ccc1C)C(=O)Cn1c(=O)cnc2ccccc21 | ? | .
C[n+]1c2n(c3ccccc31)N=C(c1ccc(Cl)cc1)CS2 | i | .
Cn1nccc1-c1cc(Cl)cc(Cl)c1O | 4.6% | 18.0
Cc1ccnc(SCc2cc(=O)c(OC(=O)c3ccc(Cl)c([N+](=O)[O-])c3)co2)n1 | i | -15.1
CCCCNC(=O)C1CCCN(S(=O)(=O)CC)C1 (centres undefined) | 0.2% | -0.5
O=C(NCc1ccc(Cl)cc1)C(=O)c1cn(CC(=O)N2CCOCC2)c2ccccc12 | ? | .
COc1ccc(Nc2ncnc3c2cnn3Cc2ccccc2)cc1 | ? | .
CC(=O)c1ccc(OC(=O)c2ccc(-n3nc(C)cc3C)cc2)cc1 | ? | .
N/C(=N\O)c1ccc(NC(=O)c2cccs2)cc1 | 13.1% | -15.4
O=C(NNC(=O)c1ccccc1OCc1ccc(F)cc1)c1ccccc1O | ? | .

More structures follow:
SMILES | S3 lipid droplet | S3 lipid droplet cell count max
Nc1nc2n(n1)C(c1cccs1)CC(c1ccc(F)cc1)N2 (centres undefined) | 27.5% | 12.5
C/C(=N/NC(=O)CNC(=O)Cc1ccccc1)c1ccco1 | ? | .
Cc1ccc(S(=O)(=O)N2CCN(C(=O)C3CCN(C(=O)c4ccc(F)cc4)CC3)CC2)c(C)c1 | ? | .
CCn1c(O)c(N=NC(=O)c2cccs2)c2ccccc21 | ? | .
Cc1cc(NC(=O)Nc2cccc(Cl)c2)n(-c2ccccc2)n1 | 2.3% | 15.4
COCCOc1ccc(C(F)(F)F)cc1NC(=O)COC(=O)c1cc([N+](=O)[O-])ccc1N1CCOCC1 | 28.2% | 1.1
COc1ccc(/C=C/CN2CCC(Oc3ccc(C(=O)N4CCCCC4)cc3)CC2)cc1 | ? | .
Clc1ccc(SCCCCN2CCOCC2)cc1 | ? | .
COC(=O)c1ccc(OC)c(-c2c(OC)cc(OC)cc2OC)c1 | ? | .
O=C(CSc1nn(-c2ccc(F)cc2)c(=S)s1)NC(=O)NCc1ccco1 | ? | .
CCNC(=S)NCc1ccc(OC)c(OC)c1 | ? | .
CCC1(c2ccccc2)NC(=O)N(CC(=O)NNC(=O)c2ccc(F)cc2)C1=O (centres undefined) | ? | .
CC1Sc2ccc(S(=O)(=O)CCC(=O)N3CCCC3)cc2NC1=O (centres undefined) | ? | .
Cc1csc(NC(=O)c2ccc(C)c([N+](=O)[O-])c2)n1 | ? | .
O=c1c2cc(F)ccc2sn1-c1ccc(F)cc1 | ? | .
CC(C)CC(O)(c1ccccc1)C(CN1CCOCC1)c1ccccc1 (centres undefined) | ? | .
CCSCCOC(=O)C1=C(C)NC(=O)NC1c1ccccc1 (centres undefined) | ? | .
O=C1CCC(C(=O)Nc2ccc(Cl)cc2)N1 (centres undefined) | ? | .
COc1ccccc1C(=O)NC(CCSC)C(=O)N1CCN(C(C)=O)CC1 (centres undefined) | ? | .
CC(=O)Nc1nnc(SCC(=O)NC2CC2)s1 | ? | .
Cc1cc(NC(=O)CSc2n[nH]c(=O)[nH]c2=O)ccc1Br | ? | .
COC(=O)c1ccccc1NC(=O)CN(C)S(=O)(=O)c1ccc(OC)c(C)c1 | ? | .
O=C(CCc1nc2sc3c(c2c(=O)[nH]1)CCCC3)N1CCN(c2ccccc2)CC1 | 2.2% | -0.8
O=C(NCCC1=CCCCC1)C1CCN(C(=O)c2ccc(Cl)cc2)CC1 | ? | .

For reference, some entries already given:
SMILES | S3 lipid droplet | S3 lipid droplet cell count max
N/C(=N\O)c1ccc(NC(=O)c2cccs2)cc1 | 13.1% | -15.4
O=C(NNC(=O)c1ccccc1OCc1ccc(F)cc1)c1ccccc1O | ? | .
Nc1nc2n(n1)C(c1cccs1)CC(c1ccc(F)cc1)N2 (centres undefined) | 27.5% | 12.5
C/C(=N/NC(=O)CNC(=O)Cc1ccccc1)c1ccco1 | ? | .
Cc1ccc(S(=O)(=O)N2CCN(C(=O)C3CCN(C(=O)c4ccc(F)cc4)CC3)CC2)c(C)c1 | ? | .
CCn1c(O)c(N=NC(=O)c2cccs2)c2ccccc21 | ? | .
Cc1cc(NC(=O)Nc2cccc(Cl)c2)n(-c2ccccc2)n1 | 2.3% | 15.4
COCCOc1ccc(C(F)(F)F)cc1NC(=O)COC(=O)c1cc([N+](=O)[O-])ccc1N1CCOCC1 | 28.2% | 1.1
COc1ccc(/C=C/CN2CCC(Oc3ccc(C(=O)N4CCCCC4)cc3)CC2)cc1 | ? | .
Clc1ccc(SCCCCN2CCOCC2)cc1 | ? | .
COC(=O)c1ccc(OC)c(-c2c(OC)cc(OC)cc2OC)c1 | ? | .
O=C(CSc1nn(-c2ccc(F)cc2)c(=S)s1)NC(=O)NCc1ccco1 | ? | .
CCNC(=S)NCc1ccc(OC)c(OC)c1 | ? | .
CCC1(c2ccccc2)NC(=O)N(CC(=O)NNC(=O)c2ccc(F)cc2)C1=O (centres undefined) | ? | .
CC1Sc2ccc(S(=O)(=O)CCC(=O)N3CCCC3)cc2NC1=O (centres undefined) | ? | .
Cc1csc(NC(=O)c2ccc(C)c([N+](=O)[O-])c2)n1 | ? | .
O=c1c2cc(F)ccc2sn1-c1ccc(F)cc1 | ? | .
CC(C)CC(O)(c1ccccc1)C(CN1CCOCC1)c1ccccc1 (centres undefined) | ? | .
CCSCCOC(=O)C1=C(C)NC(=O)NC1c1ccccc1 (centres undefined) | ? | .
O=C1CCC(C(=O)Nc2ccc(Cl)cc2)N1 (centres undefined) | ? | .
COc1ccccc1C(=O)NC(CCSC)C(=O)N1CCN(C(C)=O)CC1 (centres undefined) | ? | .
CC(=O)Nc1nnc(SCC(=O)NC2CC2)s1 | ? | .
Cc1cc(NC(=O)CSc2n[nH]c(=O)[nH]c2=O)ccc1Br | ? | .

Assay outcomes as filed in PubChem.
